Assay outcomes (PubChem)
GLP-1R inv ag = qHTS of GLP-1 Receptor Inverse Agonists (Inhibition Mode); Glucagon-like peptide 1 receptor (Homo sapiens), P43220; HEK293 GLP-1R CRE-luciferase, luminescence, 24 h; GLP-1R form is constitutively active; Potency, µM (titrated, usually from 38.3 µM), for the others: top-dose activity change, negative = inhibition, usual class: inhibitors; hit rate 1.6% among 410,000; AID 624417, 2012; also: potency is read from the fitted curve at half-maximal effect; % is scaled to controls: 0 for no effect and ±100 for the full control effect; nearly all actives have a fitted effect of over 55% in size
Target sequence (P43220 whole entry, looked up): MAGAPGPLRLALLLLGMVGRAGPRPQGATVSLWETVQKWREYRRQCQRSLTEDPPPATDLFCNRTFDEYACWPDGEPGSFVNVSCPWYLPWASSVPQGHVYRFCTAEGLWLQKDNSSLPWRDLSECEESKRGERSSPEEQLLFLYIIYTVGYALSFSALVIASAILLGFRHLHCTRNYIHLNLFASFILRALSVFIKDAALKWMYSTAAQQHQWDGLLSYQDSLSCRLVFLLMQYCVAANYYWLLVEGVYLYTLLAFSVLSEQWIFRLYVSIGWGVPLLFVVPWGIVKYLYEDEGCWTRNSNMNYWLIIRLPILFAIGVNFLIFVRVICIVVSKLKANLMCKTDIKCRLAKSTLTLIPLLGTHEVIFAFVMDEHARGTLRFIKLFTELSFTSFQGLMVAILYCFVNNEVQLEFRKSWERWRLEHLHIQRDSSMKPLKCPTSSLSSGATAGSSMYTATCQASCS
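Inverse agonists were sought by their lowering of basal cAMP reporter luciferase output in HEK293 cells stably carrying constitutively active human GLP-1R, after 24 h compound treatment.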
EPAC1 agonist = qHTS for Agonist of cAMP-regulated guanine nucleotide exchange factor 3 (EPAC1): primary screen; Rap guanine nucleotide exchange factor 3 (Homo sapiens), O95398; EPAC1 agonist qHTS, biochemical assay; response scale: 100% = response to 6.5 mM cAMP; Potency, µM (titrated, usually from 154 µM), for the others: at the top dose activation, hits mostly activators; hit rate 0.073% among 360,000; also: potency is read from the fitted curve at half-maximal effect; nearly all actives have a fitted effect of over 60% in size
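Fluorescent GDP-exchange assay: 100 nM EPAC1 with 250 nM Rap1B preloaded with BODIPY-GDP and 50 uM GDP; compounds tested as concentration series, 5 min at room temperature, then read every 5 min for 30 min (ex 480/em 540 nm); normalized to 6.5 mM cAMP.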
GLP-1R agonist = qHTS of GLP-1 Receptor Agonists. Potency, µM (highest dose often 45.6 µM), for the others: at the top dose activation, most hits filed as activators. HEK293 GLP-1R CRE-luciferase, luminescence, 4-6 h; cells express a hypersensitive GLP-1R form. AID 624172, 2012. hit rate 0.007% among 380,000; also: potency is read from the fitted curve at half-maximal effect; % of control where 0% means no effect
HEK293 tox = qHTS of GLP-1 Receptor Inverse Agonists: Cytotox Screen; HEK293 cAMP-luciferase reporter cells, luminescence, 24 h; Potency, µM (titrated, usually from 38.3 µM), for the others: top-dose activity change, negative = inhibition, most hits filed as inhibitors; hit rate 0.13% among 410,000;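 also: loss of luciferase light is scored as toxicity; potency is read from the fitted curve at half-maximal effect; % is scaled to controls: 0 for no effect and ±100 for the full control effect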
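Step one: seed cells (200 cells/uL, DMEM with 10% Nu serum, 1% pen-strep). Step two: 12-hour incubation at 37 deg C. Step three: pin 23 nL compound, incubate 24 hr. Step four: add luciferase reagent, read luminescence 12 min later.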
EPAC1 antagonist = qHTS for Antagonist of cAMP-regulated guanine nucleotide exchange factor 3 (EPAC1): primary screen | Rap guanine nucleotide exchange factor 3 (Homo sapiens), O95398 | AID 720709, 2013 | Potency, µM (doses to about 115 µM), for the others: at the top dose activity change, negative = inhibition, actives largely listed as inhibitors | EPAC1 GEF assay, Rap1b-BODIPY-GDP exchange fluorescence | hit rate 0.14% among 360,000;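 also: potency is read from the fitted curve at half-maximal effect; plate controls were vehicle for no effect and positive control for full effect; nearly all actives have a fitted effect of over 50% in size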
PLK1 PBD block = qHTS for Inhibitors of PLK1-PDB (polo-like kinase 1 - polo-box domain): Primary Screen; Serine/threonine-protein kinase PLK1 (Homo sapiens), P53350; Plk1 PBD binding of FITC phosphopeptide, fluorescence polarization; Potency, µM, inactives show max response, negative = inhibition, usual class: inhibitors; hit rate 2.8% among 360,000; AID 720504, 2013; also: potency is read from the fitted curve at half-maximal effect; series mostly up to about 57 µM; % is scaled to controls: 0 for no effect and ±100 for the full control effect; nearly all actives have a fitted effect of over 65% in size
Target sequence (P53350 whole entry, looked up, the tested form may be a part): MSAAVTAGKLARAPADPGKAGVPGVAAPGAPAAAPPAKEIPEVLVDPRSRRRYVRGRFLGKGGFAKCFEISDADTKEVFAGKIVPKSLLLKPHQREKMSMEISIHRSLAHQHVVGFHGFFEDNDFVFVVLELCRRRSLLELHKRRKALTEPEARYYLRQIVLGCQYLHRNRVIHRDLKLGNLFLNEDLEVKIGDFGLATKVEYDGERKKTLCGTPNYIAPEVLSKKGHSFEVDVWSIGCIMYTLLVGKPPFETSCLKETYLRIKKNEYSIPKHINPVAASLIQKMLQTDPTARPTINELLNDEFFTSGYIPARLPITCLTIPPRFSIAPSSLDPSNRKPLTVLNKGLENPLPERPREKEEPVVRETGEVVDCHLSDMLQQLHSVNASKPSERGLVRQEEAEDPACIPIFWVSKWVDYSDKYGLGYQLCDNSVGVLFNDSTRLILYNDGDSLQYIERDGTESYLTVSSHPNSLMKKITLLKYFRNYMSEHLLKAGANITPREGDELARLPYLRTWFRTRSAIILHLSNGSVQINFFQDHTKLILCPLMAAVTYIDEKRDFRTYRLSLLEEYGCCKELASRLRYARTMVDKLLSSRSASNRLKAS
IL-2 act = qHTS of IL-2 Activators; IL-2 activation reporter assay, cell-based qHTS; stimulated with anti-CD3/CD4/CD28 beads; in transgenic mouse T cells; activation, % (series mostly up to about 46 µM); hit rate 0.065% among 360,000; in the data active = activation above about 50%; inconclusive = mostly about 30% to 49%; also: 0% is about no effect
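Screening format: compound pinned onto unstimulated transgenic mouse T cells, 60 min incubation, then anti-CD3/anti-CD4/anti-CD28 bead stimulation for 18 hours at 37 degrees C, followed by EGFP and DsRed detection.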
PI5P4Ka inh = qHTS for Inhibitors of phosphatidylinositol 5-phosphate 4-kinase (PI5P4K); Phosphatidylinositol 5-phosphate 4-kinase type-2 alpha (Homo sapiens), P48426; PI5P4Kalpha enzyme, ADP-Glo luminescence, 60 min; active compounds read low; max response, %; hit rate 1.2% among 330,000; AID 652105, 2013; active = max response of -50% or lower; inconclusive = between -30% and -50%; inactive = -30% or higher; also: value at the top dose of about 77 µM; % is scaled to controls: 0 for no effect and ±100 for the full control effect
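qHTS, 1536-well: enzyme/substrate mix, compound by pin tool, 5 microM ATP final; RT 60 min; ADP-Glo reagents 1 (45 min) then 2 (30 min); luminescence.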
PTHR1 ag = qHTS for PTHR1 Agonists: Primary Screen | Parathyroid hormone/parathyroid hormone-related peptide receptor (Homo sapiens), Q03431 | HEK293 GP2 PTHR1 cells, GloSensor cAMP luminescence, 1 h | hit rate 0.075% among 410,000 | Potency, µM (highest dose often 115 µM), without a hit: at the highest dose activation, actives largely listed as activators | AID 743266, 2014; also: potency is read from the fitted curve at half-maximal effect; nearly all actives have a fitted effect of over 55% in size; some results filed as inactive show a strong effect at the top dose; inactives centre near -15; many of its hits are not listed in these tables
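HEK-293-derived GP2 cells expressing PTHR1 and a GloSensor cAMP reporter, 3,000/well, plated overnight, given luciferin plus IBMX (each 0.5 mM as added) for 1 h at 37 °C, then compound for 1 h at 37 °C. Luminescence was read after 15 min at room temperature.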
Starred values were filed as active, the others as inactive; i = inactive; ? = inconclusive; . = no result given; [ ] = another dose, or the depositor's remark. Unless noted, calls follow the shape of the dose curve; as a rule, active = well fitted curve in the direction sought with a large enough effect; inconclusive = small, poorly fitted or top-dose-only effect, or another doubt; inactive = no such curve, though single readings can be large; an effect the other way counts as inactive or inconclusive. The list is partial; rates above refer to the full screens.

Sequence of screens – GLP-1R inv ag | EPAC1 agonist | GLP-1R agonist | HEK293 tox | EPAC1 antagonist | PLK1 PBD block | IL-2 act | PI5P4Ka inh | PTHR1 ag
1	CCn1nc(C)c(/C=N/NC(=O)c2ccoc2C)c1C
    -20% | 20% | -16% | 22% | 2% | -8% | -0.6 | -12 | -9%
2	CCCCOC(=O)/C(=C\c1ccc([N+](=O)[O-])o1)NC(=O)c1ccccc1
    3% | 1% | -9% | -4% | 2% | -4% | 1.8 | -3 | i
3	CC(=O)N1CCSc2ccc(S(=O)(=O)NCCc3ccc(Cl)cc3)cc21
    ? | 5% | 12% | -12% | ? | -12% | -2.8 | 2 | -37%[inhibitor]
4	CC(C)(C)c1ccc(OCC(O)CN2CCCC2)cc1 (stereo not drawn)
    ? | -4% | -3% | 29% | 7% | 7% | -5.0 | -1 | -3%
5	COC(=O)c1ccc2nc(-c3ccc(Cl)cc3)c(Cc3cccc(Cl)c3)n2c1
    21% | -1% | -3% | 3% | -14% | 12% | 0.1 | 0 | -23%
6	CCCC(c1nnnn1Cc1ccc(OC)cc1)N1CCN(C(=O)c2ccco2)CC1 (stereo not drawn)
    12% | 2% | 2% | -5% | 12% | -8% | 0.4 | -10 | i
7	O=[N+]([O-])c1cccc(NC(=S)N2CCN(S(=O)(=O)c3ccccc3)CC2)c1
    ? | 8% | -8% | 2% | -24% | -10% | -1.6 | -1 | -14%
8	COC(=O)c1c(C)[nH]c(C(=O)C(C)OC(=O)c2cnc(C)cn2)c1C (stereo not drawn)
    14% | 3% | 16% | -11% | 8% | 0% | 1.1 | -8 | -5%
9	Cc1ccc(OCCNC(=O)CNC(=O)c2ccc(C)c(C)c2)cc1
    -24% | 3% | 0% | 1% | -16% | 0% | -0.8 | 6 | -22%
10	O=S(=O)(NC1=NCCCCC1)c1ccc(Cl)cc1
    9% | 3% | -1% | 3% | -5% | -1% | 3.5 | -6 | -10%
11	O=C(CSc1ccc(Cl)cc1)Nc1ccc(N2CCN(C(=O)c3ccc(Cl)cc3)CC2)cc1
    18% | 1% | -2% | 4% | 1% | -23% | -4.1 | . | ?
12	CCCCS(=O)(=O)N1CCCC(C(=O)NCCc2ccccc2)C1 (stereo not drawn)
    -12% | 9% | 7% | 1% | 2% | 5% | -0.7 | 0 | -9%
13	Cc1ccc(NC(=O)CSc2nc3c(c(=O)[nH]2)CCC3)c(C)c1
    1% | -4% | -5% | 2% | 12% | 1% | -3.3 | -5 | 11%
14	O=C(Nc1cccc(C(F)(F)F)c1)Nc1ccc2snnc2c1
    11µM* | . | -6% | -25% | . | . | . | . | -38%[inhibitor]
15	CSCCC(NC(=O)c1cccc(C)c1)C(=O)NNC(=O)c1cccs1 (stereo not drawn)
    10% | 4% | 2% | 2% | -18% | -21% | 1.2 | -5 | i
16	COC(=O)c1cn[nH]c1NC(=S)Nc1ccc(C)cc1Cl
    -1% | 9% | -13% | 3% | 0% | -4% | 2.3 | . | i
17	CC(C)(CNCc1ccccc1)NS(=O)(=O)c1ccc(Cl)cc1
    ? | -4% | -1% | 10% | -12% | -2% | -0.2 | -2 | -5%
18	O=C(NCC(=O)N1CCC2(CC1)NCCc1[nH]cnc12)c1cccc(Cl)c1
    19% | -11% | -2% | -9% | -7% | 3% | -0.9 | 4 | -2%
19	CCOC(=O)[C@]12CCCC=C1N(CCC1=CCCCC1)C(=O)[C@H](CC(=O)NCCCCc1ccccc1)C2
    ? | -11% | . | -13% | -11% | -2% | 0.6 | 0 | -30%
20	CCOc1ccc(-c2cc(C(=O)NCCOC)[nH]n2)c(C)c1
    3% | 3% | 7% | 7% | -5% | -14% | 0.0 | -1 | -8%
21	CCOC(=O)N1CCN(C(=O)CSc2ccc(-c3ccccc3OC)nn2)CC1
    4%[7.66 µM] | 10% | 0% | 10%[7.66 µM] | 17% | -5% | -0.3 | -7 | i
22	Cc1c(Cl)cccc1NC(=O)c1cccnc1
    6% | 2% | -3% | -3% | 6% | -14% | 1.9 | -5 | i
23	Cc1cc(C)c(C)c(S(=O)(=O)NCc2ccc(C(=O)N3CCN(C)CC3)cc2)c1C
    ? | 2% | -7% | -3% | -3% | 4% | 0.3 | -1 | -17%
24	COC1=CC(=O)OC(c2ccccc2C(F)(F)F)C1 (stereo not drawn)
    16% | -2% | . | -1% | 8% | 5% | 1.4 | 0 | -4%
25	C=CCc1ccc(OCc2ccc(C(=O)OC)o2)c(OC)c1
    ? | 0% | -1% | 4% | -27% | -10% | -0.7 | 2 | -12%[57.5 µM]
26	Cn1cc(C[C@H](NC(=O)OC(C)(C)C)C(=O)N[C@@H](CO)Cc2ccccc2)c2ccccc21
    -15% | -23% | -4% | 1% | -8% | 3% | -2.0 | -1 | i
27	CCCc1cc(=O)oc2c(C)c(OCC(=O)N3CCC(C(N)=O)CC3)ccc12
    13% | -17% | 0% | -1% | 2% | 2% | 0.8 | -3 | -6%
28	COc1cccc(CC2(CO)CCN(C(=O)NC3CCCCC3)CC2)c1
    ? | 0% | 6% | -11% | -1% | -4% | -1.1 | 6 | i
29	COc1ccc(NC(=O)CN(Cc2ccccc2)S(C)(=O)=O)cc1
    1% | -1% | -14% | -12% | -12% | -6% | -0.4 | . | i
30	O=C1CC(c2ccsc2)Sc2ccccc2N1 (stereo not drawn)
    3% | 1% | 2% | -5% | -13% | -7% | 1.1 | -14 | i

The list goes on.
Sequence of screens – GLP-1R inv ag | EPAC1 agonist | GLP-1R agonist | HEK293 tox | EPAC1 antagonist | PLK1 PBD block | IL-2 act | PI5P4Ka inh | PTHR1 ag
31	COc1cccc(C(C)(O)c2nc(-c3cccc(C(C)C)c3)cs2)c1 (stereo not drawn)
    ? | -12% | 11% | 5% | -20% | 0% | -0.9 | 31 | -38%[inhibitor]
32	Cc1ccc2cccc(NC(=O)c3ccc(-c4cc(Cl)ccc4Cl)o3)c2n1
    10% | . | 19% | 1% | . | . | . | . | -6%
33	COC(=O)c1ccc(NC(=O)C(=O)N2CCN(C(=S)Nc3ccc(C)cc3)CC2)cc1
    -17% | -8% | -1% | -1% | -10% | -10% | 0.0 | 1 | -17%
34	CC1(c2nc3ccccc3[nH]2)CCC(=O)N1Cc1ccccn1 (stereo not drawn)
    17% | 4% | -5% | 3% | 18% | 3% | 1.1 | -2 | 0%
35	CCC(Sc1nc(-c2cccc(OC)c2)c(C#N)c(=O)[nH]1)C(=O)Nc1nnc(C(C)C)s1 (stereo not drawn)
    -20% | -10% | 1% | 6% | 13% | ? | 1.1 | ? | -4%
36	Cc1ccc(S(=O)(=O)Nc2ccc3c(c2)nc(CCN2CCN(c4ccccn4)CC2)n3C)cc1
    -28% | 8% | 10% | -6% | 6% | -11% | -3.0 | -1 | -11%
37	CC(=O)Oc1ccc(N2C(=O)CC(N3CCOCC3)C2=O)cc1 (stereo not drawn)
    4% | -11% | -7% | -4% | -1% | -12% | 1.8 | 1 | i
38	COCCCn1c(=O)/c(=C\c2ccccc2OC(F)F)s/c1=C(/C#N)C(=O)NC(C)C
    25% | 23% | -1% | 14% | -18% | -18% | 3.8 | 11 | -6%
39	CC(=O)C[C@@H](O)CC(=O)[C@H]1OC(=O)CCCCCCCCc2ccccc21
    -13% | -6% | -5% | -9% | -7% | -14% | 0.2 | 3 | -22%
40	FC(F)(F)c1cc(-c2ccc3c(c2)OCO3)nc(NCc2ccco2)n1
    -29% | 0% | -2% | 31% | ? | -7% | -2.5 | . | i
41	O=C1OCCC1Sc1nc2ccccc2s1 (stereo not drawn)
    1% | 9% | 1% | 4% | -11% | ? | 0.0 | -5 | i
42	O=C(O)Cc1c(-c2ccccc2)c2cc(Cl)ccc2[nH]c1=O
    ? | 1% | 8% | 4% | -10% | -4% | -0.7 | -7 | i
43	CCC(CO)Oc1cc(NC(=O)c2ccc(F)cc2)c2ncn(C(C)C)c2c1 (stereo not drawn)
    -17% | -5% | 2% | 5% | -21% | ? | 0.5 | -6 | -36%[inhibitor]
44	COc1ccc(NS(=O)(=O)c2ccc(N3CCOCC3)c(NC(=O)C(C)C)c2)cc1
    -18%[7.66 µM] | -2% | -2% | -7%[7.66 µM] | 4% | -1% | 0.7 | 3 | -12%
45	Cc1cc[n+](-c2[nH]c(=O)sc2/C=N/N=C(\[O-])c2ccccc2)cc1C
    0% | 15% | 2% | 3% | 33%[activator] | 24µM* | 1.0 | -15 | i
46	O=C(O)c1cccc(NS(=O)(=O)c2cccc(C(=O)Nc3ccccc3[N+](=O)[O-])c2)c1
    12% | -1% | -5% | -17% | -16% | 1% | 1.0 | -5 | i
47	Cc1nc2cc(NC(=O)CSc3nc4c(C)cccc4cc3C#N)ccc2s1
    0% | 1% | -5% | 17% | 2% | -6% | -1.2 | -8 | i
48	O=c1c(N2CCN(c3cccc(C(F)(F)F)c3)CC2)csc2ccccc12
    -18% | . | -6% | -20% | . | . | . | . | -34%[inhibitor]

Pulled by structure from the list above (two):
Sequence of screens – GLP-1R inv ag | EPAC1 agonist | GLP-1R agonist | HEK293 tox | EPAC1 antagonist | PLK1 PBD block | IL-2 act | PI5P4Ka inh | PTHR1 ag
45	Cc1cc[n+](-c2[nH]c(=O)sc2/C=N/N=C(\[O-])c2ccccc2)cc1C
    0% | 15% | 2% | 3% | 33%[activator] | 24µM* | 1.0 | -15 | i
36	Cc1ccc(S(=O)(=O)Nc2ccc3c(c2)nc(CCN2CCN(c4ccccn4)CC2)n3C)cc1
    -28% | 8% | 10% | -6% | 6% | -11% | -3.0 | -1 | -11%
